TbREL1 primary = TbREL1 inhibition, primary screen. inhibition, % at 9.66 µM. P86926. TbREL1 RNA ligation, FRET fluorescence. actives 0.49% (n = 89,000);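 active means inhibition above the mean inhibition across all screened compounds plus 3 SD, cut at about 11% in these data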;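 further: 0% = plate median of test wells and 100% = NSC42067 control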
Target sequence (P86926 whole entry, looked up): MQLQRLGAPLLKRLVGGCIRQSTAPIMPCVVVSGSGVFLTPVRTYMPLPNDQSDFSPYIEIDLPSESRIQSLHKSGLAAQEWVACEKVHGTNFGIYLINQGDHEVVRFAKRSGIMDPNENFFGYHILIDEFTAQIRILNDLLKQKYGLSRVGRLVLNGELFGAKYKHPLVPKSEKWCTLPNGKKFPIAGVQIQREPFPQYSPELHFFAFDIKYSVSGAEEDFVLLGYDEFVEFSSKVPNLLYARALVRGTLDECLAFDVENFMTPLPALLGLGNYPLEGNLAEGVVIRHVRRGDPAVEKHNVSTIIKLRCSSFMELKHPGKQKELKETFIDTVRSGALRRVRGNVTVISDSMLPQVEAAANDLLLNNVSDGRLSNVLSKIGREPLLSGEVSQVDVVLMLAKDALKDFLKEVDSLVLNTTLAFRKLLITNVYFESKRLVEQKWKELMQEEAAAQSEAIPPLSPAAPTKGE
The depositor's hits bear a star.

SMILES | TbREL1 primary
Cc1occc1-c1nnc(SCC(=O)NCCc2ccccc2)n1Cc1ccccc1 | -1.8
CCN(CC)c1ccc(CC(=O)NC(C)Cc2ccccc2)cc1 (stereo not given) | -1.2
CCC(CC)NC(=O)C1CCN(S(=O)(=O)c2cccs2)CC1 | -2.4
CN(Cc1c(F)cccc1Cl)C(=O)C1=CC=CN2CCS(=O)(=O)N=C12 | 3.5
Cc1ccccc1Cn1c(=O)n(CCCC(=O)NCc2ccco2)c(=O)c2ccccc21 | -1.3
CCN(C(=O)Cc1ccc(Br)cc1)C1CCCCC1 | 4.8
CCC(CC)c1nnc(NC(=O)c2cc(C(=O)OC)cc([N+](=O)[O-])c2)s1 | -1.3
Cc1ccccc1N1CCN(S(=O)(=O)c2ccc3c(c2)oc(=O)n3C)CC1 | -0.6
Cc1ccccc1-c1coc2cc(O)ccc2c1=O | -1.8
O=C(NCc1nnnn1-c1ccc(F)c(F)c1)c1cc2ccccc2o1 | 0.6
Cc1cnc(C(=O)Nc2ccc(C(C)C)cc2)cn1 | -0.6
CCC(=O)Nc1cccc(-c2cn3cccc(C)c3n2)c1 | 2.1
CC1CCCN(S(=O)(=O)c2ccc(S(=O)(=O)N3CCCC3)cc2)C1 (stereo not given) | -0.4
COC(=O)c1ccc(CNC(=O)Cn2nnnc2CN(C)C(C)C)cc1 | -0.3
Cc1nn(CCN)c(C)c1Cl | 6.1
O=C(NCC1CC1)c1ccc(Oc2cc(Cl)cc(Cl)c2)o1 | 2.8
CCOC(=O)N1CCN(c2c(NCc3ccc(Cl)cc3)c(=O)c2=O)CC1 | 0.4
CCC(=O)Nc1ccc(S(=O)(=O)NCc2ccco2)cc1 | -1.3
CCCCc1c(C)nc2ccc(OC)cc2c1SCCC(=O)O | 5.3
CCOc1ccc(Br)cc1C(=O)N/N=C/c1ccc([N+](=O)[O-])cc1 | 0.8
CCC(Oc1ccccc1)C(=O)Nc1ccccc1N1CCCCC1 (stereo not given) | -0.2
CC1CCN(C(=O)COC(=O)c2cc(Cl)c3c(c2)OCO3)CC1 | 0.6
CCOC(=O)c1[nH]c2ccc(OCC)cc2c1NC(=O)CN1CCC2(CC1)OCCO2 | -3.2
COc1cc(/C=N/NC(=O)CSc2ccccn2)ccc1O | -2.9
Cc1cc(Cl)ccc1NC(=O)CSc1nnc(-c2ccncc2)n1Cc1ccco1 | -1.3
CN1CCN(NC(=O)c2ccc(Br)s2)CC1 | 0.6
O=C(Nc1nc2n(n1)C(c1ccccc1)CC(c1ccc(Cl)cc1)N2)c1ccco1 (stereo not given) | 8.0
COc1ccc(/C(C)=N\NC(=O)c2ccco2)cc1 | 1.4
CCc1nnc(NC(=O)CC(C)c2ccccc2)s1 (stereo not given) | 0.8
CC1(C)NC(=O)N(CC(=O)O)C1=O | 3.0

Laid out differently: entries from further up.
| mol | TbREL1 primary |
| --- | --- |
| O=C(NCC1CC1)c1ccc(Oc2cc(Cl)cc(Cl)c2)o1 | 2.8 |
| CCOC(=O)N1CCN(c2c(NCc3ccc(Cl)cc3)c(=O)c2=O)CC1 | 0.4 |
| CCC(=O)Nc1ccc(S(=O)(=O)NCc2ccco2)cc1 | -1.3 |
| CCCCc1c(C)nc2ccc(OC)cc2c1SCCC(=O)O | 5.3 |

Molecules shown so far with an aryl thioether with sulfur outside any ring:
SMILES | TbREL1 primary
Cc1occc1-c1nnc(SCC(=O)NCCc2ccccc2)n1Cc1ccccc1 | -1.8
CCCCc1c(C)nc2ccc(OC)cc2c1SCCC(=O)O | 5.3
COc1cc(/C=N/NC(=O)CSc2ccccn2)ccc1O | -2.9
Cc1cc(Cl)ccc1NC(=O)CSc1nnc(-c2ccncc2)n1Cc1ccco1 | -1.3

(further entries)
SMILES | TbREL1 primary
CCn1cnc2cc([N+](=O)[O-])ccc21 | 3.3
C/C(Cl)=C\CNC(C)c1ccccc1 (stereo not given) | 1.8
Cc1cc(C(=O)OCC(=O)NC(C)C)c2ccccc2n1 | 1.0
CN1C(C(=O)Nc2ccc(C(=O)O)cc2)=C(O)c2ccccc2S1(=O)=O | 2.5
O=C(COC(=O)/C=C/c1ccc(Cl)c(Cl)c1)NC1CCCC1 | 0.9
CN(c1ccc(F)cc1)S(=O)(=O)c1ccc(Cl)c(C(=O)OCC(=O)NCc2ccco2)c1 | 0.4
CC(C)(C)C(=O)c1c(N)[nH]c(C(=O)c2ccccc2)c1-c1c(F)cccc1F | -0.5
CN(Cc1nc(-c2ccccc2)no1)C(=O)c1ccco1 | 1.0
S=c1oc(-c2ccncc2)nn1CCc1ccncc1 | 4.0
CC1=CC(c2ccccc2)n2nc(NC(=O)CCC(=O)O)nc2N1 (stereo not given) | 7.6
Cc1ccccc1CN1C(=O)C(O)(CC(=O)c2ccncc2)c2ccccc21 (stereo not given) | -0.7
CCN(CC)S(=O)(=O)c1ccc(NC(=O)CN(c2cccc(F)c2)S(C)(=O)=O)cc1 | 1.0
Cc1ccc(-c2[nH]c(=O)n3ccncc23)s1 | 0.7
COc1ccc(/C(C)=N/OCC(=O)N2CC3(C)CC2CC(C)(C)C3)cc1 (stereo not given) | -2.3
O=C(COc1cccnc1[N+](=O)[O-])NCc1ccc2c(c1)OCO2 | 0.5
CCN1CCN(C(=O)c2ccc(Cl)c(S(=O)(=O)N(C)c3ccccc3)c2)CC1 | -0.6
COc1ccc(CN2C(=O)c3ccccc3C2C(=O)NCCc2ccccc2)c(OC)c1 (stereo not given) | -4.3
CCS(=O)(=O)C1=NN2C(=N)/C(=C\c3ccc(OC(=O)c4ccco4)cc3)C(=O)N=C2S1 | 3.0
Cc1ccccc1NC(=O)N1CCC(C(=O)c2ccc(F)cc2)CC1 | 0.2
Fc1ccc(Oc2nc(-c3ccccn3)nc3ccccc23)cc1 | 2.6
CC(C)n1c(-c2ccc(N(C)C)cc2)nc2ccccc21 | -2.8
CCS(=O)(=O)N1CCC(C(=O)NCCCN2CCC(Cc3ccccc3)CC2)CC1 | 4.6
CCOC(=O)c1c(C)oc2c1c(CN1CCN(C(=O)OCC)CC1)c(O)c1ccccc12 | -5.8
COC(=O)C1=C(C)N(C2CCCC2)C(=O)C1(NC(C)=O)C(F)(F)F (stereo not given) | 1.0
COc1ccc(-c2ccccc2[C@H]2[C@@H]3C=CC[C@@H](C)[C@@H]3C(=O)N2Cc2ccccc2)cc1 | 5.9
O=C(Nc1ccc(F)cc1)C(c1ccccc1)N1CCN(S(=O)(=O)c2c(F)cccc2F)CC1 (stereo not given) | 0.1
Oc1ccc(-c2csc(Nc3ncccn3)n2)cc1O | 4.6
CCOC(=O)C(=CNc1ccccc1C)C(=O)OCC | -0.4
O=C(NCc1ccccc1)NC1(C(=O)N2CCN(c3ccccc3)CC2)CCCCC1 | -4.4
Cc1nc(-c2ccccc2)sc1C(=O)CSc1ccc(F)cc1 | -0.5
Fc1ccc(-c2cnc(-c3cccs3)o2)cc1 | 3.0
Cc1ccc(-n2c(SCC(N)=O)nc3c(c2=O)C2(CCCC2)Cc2ccccc2-3)cc1 | -1.5
Cc1cc(NC(=O)c2cc3ccccc3o2)no1 | 0.0
Cc1ccc(N2C(=O)c3oc4ccccc4c(=O)c3C2c2cccc(O)c2)nc1 (stereo not given) | 0.1
c1cncc(-c2nnc(SCc3nc4ccccc4[nH]3)o2)c1 | 2.6
C/C(CC(=O)Nc1cccnc1)=N\NC(=O)C(=O)NC(C)C | -0.7
CCCC1=C(C(=O)OCC)C(c2ccc(OC)c(C)c2OC)C(C#N)=C(N)O1 (stereo not given) | -4.2
CCOc1ccc(C(C(=O)NC2CCCCC2)N(C(=O)c2ccccn2)c2cccnc2)cc1 (stereo not given) | -2.4
CS(=O)(=O)Nc1ccc(C(=O)Nc2ccc3ccccc3c2)cc1 | -2.1
O=C(/C=C/c1c[nH]c2ccccc12)c1ccccc1 | 0.5
CC(C)C(=O)Nc1nnc(CCN2CCCCC2)s1 | -1.9
CCC(c1nc2ccccc2[nH]1)N(CCCn1ccnc1)C(=O)c1ccc(C(F)(F)F)cc1 (stereo not given) | -2.5
Cn1c(N)c(C(=O)COC(=O)COc2cccc(Br)c2)c(=O)n(C)c1=O | 1.5
CCC(=O)N1Cc2cc(C(=O)NCC(F)(F)F)nc(-c3cccc(-c4cncnc4)c3)c2[C@@H]1CCO | -0.9
COc1ccc(C(=O)NCc2cccnc2)cc1S(=O)(=O)N1CCOCC1 | 0.8
O=C(NCCNCCO)C1(C(F)(F)F)C/C(=C\CCO)CCCO1 (stereo not given) | 0.0
C=CCOc1ccc(/C=N/NC(=O)CN2CCOCC2)cc1OCC | 6.5
O=C(CSc1nnc(CNC(=O)c2cccc(C(F)(F)F)c2)o1)NCC1CCCO1 (stereo not given) | -2.0
COc1ccc(CNC(=O)C[C@H]2C[C@H](C(=O)N3CCOCC3)[C@@]3(CCC4CCCC4)c4[nH]c5ccc(Cl)cc5c4CCN3C2=O)cc1OC | -4.2
Cc1cc(=O)[nH]c(SCCCOc2ccc(F)cc2)n1 | -2.6
COc1ccc(C(O)C(O)(C(=O)OC(C)C)c2ccc(C)cc2)cc1 (stereo not given) | 4.0
COc1ccccc1OCC(=O)O | -0.3
CC1CCN(CCCn2c(=S)[nH]c3c(sc4ccccc43)c2=O)CC1 | 0.4
Cc1ccc(-c2nn3c(C)nnc3s2)cc1NC(=O)c1ccc(OC(C)C)cc1 | 2.3
Cc1cc(C)cc(NS(=O)(=O)c2ccc3oc(=O)ccc3c2)c1 | -1.9
CCN(CC)C(=O)CC1(c2ccccc2OC)CCOC(C(C)C)C1 (stereo not given) | -0.9
CCOC(=O)c1cccc(NC(=O)c2cccs2)c1 | 4.0
COCCN(C(=O)CNC(=O)c1ccco1)C(C(=O)NC1CCCCC1)c1cccs1 (stereo not given) | -0.6
COc1ccc(NC(=O)CSc2nnc(-c3ccc(C)cc3)n2N)cc1 | -0.7
C[C@H](NC(=O)c1nc[nH]c1C(=O)NC(c1ccccc1)c1ccccc1)C(=O)OC(C)(C)C | 1.7

Next section
SMILES | TbREL1 primary
CC(=O)N1CCc2cc(Br)cc(S(=O)(=O)N3CCCCCC3)c21 | 2.9
C/C=C/C(=O)Nc1cccc(C2=NOC3(C2)C[C@@H](C(N)=O)N(C(=O)c2cc([N+](=O)[O-])cc([N+](=O)[O-])c2)C3)c1 (stereo not given in full) | 0.8
C=CC[C@H](CC(=O)N(CCO)Cc1ccccc1)C(=O)N[C@@H](COC(=O)[C@@H](CC=C)Cc1ccc(F)cc1)Cc1ccccc1 | 0.2
O=C(Oc1ccc2c(=O)c(Cl)coc2c1)c1cccnc1 | 3.5
CCOC(=O)c1nc(Nc2ccc(C(C)=O)cc2)c2ccccc2n1 | -2.3
OCC[C@H]1C[C@H](O)[C@@H](O)[C@]2(Cc3ccccc3CCO2)O1 | 1.8
COCCN1C(=O)c2oc3cc(C)c(C)cc3c(=O)c2C1c1cccc(O)c1 (stereo not given) | 0.6
Cc1csc(NC(=O)C2CCCO2)n1 (stereo not given) | 1.2
COCCNC(=O)C1(C)CCCN(C(=O)c2ccc(F)c(Cl)c2)C1 (stereo not given) | -3.5
O=C(CSc1nnc(-c2n[nH]c3ccccc23)n1-c1ccccc1)Nc1cccc(Cl)c1 | 2.1
COc1ccc(-c2csc(NC(=O)c3c(C)noc3C)n2)cc1 | -0.8
C[C@H]1[C@@H](OC(=O)N2CCOCC2)CC[C@@]23CCCN2C(=O)CCC[C@@H]13 | -1.6
COc1cccc(NC(=O)C2CCN(Cc3cnn(-c4ccccc4)c3-n3cccc3)CC2)c1 | -2.4
COc1ccc(Cc2c(-c3ccc(C#N)cc3)nc3c4ccccc4ccn23)c(C)c1 | 2.2
COc1ccc(Cl)cc1N1C(=O)[C@@H]2C(c3cccc(OC)c3OC)=NO[C@@H]2C1=O | 1.9
Cc1ccc2c(c1)N(C(=O)CCC(=O)NCc1ccccc1)CC(C)O2 (stereo not given) | 2.2
COc1ccccc1Nc1nnc(SCC(=O)c2c(N)n(C3CC3)c(=O)[nH]c2=O)s1 | -1.0
CCOC(=O)c1cc2c(C)n(-c3ccc(OCC)cc3)c(C)c2ccc1=O | -5.8
COc1ccc(C2C(C(C)=O)=C(O)C(=O)N2c2ccc(Br)cn2)cc1 (stereo not given) | -1.3
COc1ccc(N2CCN(C(=O)CSc3nnc(NC(=O)C4CCC4)s3)CC2)cc1 | -4.5
Cc1ccc(N2CC(C(=O)N3CCN(Cc4ccc5c(c4)OCO5)CC3)CC2=O)cc1 (stereo not given) | -1.7
O=C(OCc1cccc(C(F)(F)F)c1)c1ccc[nH]c1=O | 2.6
Cc1ccc(CCNS(=O)(=O)c2ccc(C)cc2)cc1 | 2.1
COc1cccc(C(=O)COc2ccc(NC(=O)c3ccccc3)cc2)c1 | 2.9
Cc1ccccc1C(=O)N[C@H](C(=O)N1CCC[C@H]1C(=O)NCCc1ccccc1Cl)C(C)C | -3.1
O=C(OCCCCN1C(=O)c2ccccc2C1=O)c1n[nH]c2ccccc12 | -4.6
COc1ccccc1/C=C/C(=O)N1CCN(S(=O)(=O)c2cccs2)CC1 | -2.5
CC1=NN(c2ccccc2)C(=O)C1N=Nc1cccc(O)c1 (stereo not given) | -1.8
COc1ccc(-c2nc(CSCC(=O)N3CCc4ccccc4C3)c(C)o2)cc1OC | -0.2
Cc1ccc(C)c(NC(=O)NCc2ccccn2)c1 | 3.0

Arranged by value in TbREL1 primary (ascending): three of the compounds above
SMILES | TbREL1 primary
COc1ccc(N2CCN(C(=O)CSc3nnc(NC(=O)C4CCC4)s3)CC2)cc1 | -4.5
CC1=NN(c2ccccc2)C(=O)C1N=Nc1cccc(O)c1 (stereo not given) | -1.8
O=C(OCc1cccc(C(F)(F)F)c1)c1ccc[nH]c1=O | 2.6

The results go on.
SMILES | TbREL1 primary
O=C(c1ccco1)N1CCN(C(=O)c2cc3ccccc3oc2=O)CC1 | 0.6
CCOC(=O)c1cc2ccccc2n1CCN(CC)CC | -1.5
N#CCSc1nccc(-c2cc(Cl)sc2Cl)n1 | 4.9
CCN(CC(=O)Nc1ccc(NC(C)=O)cc1)C(=O)C1(c2ccccc2)CC1 | -0.3
Cc1ccc(-n2nnnc2-c2cnc(-c3cccnc3)nc2C(F)(F)F)cc1 | -2.3
OCC[C@H]1C[C@@H](O)[C@H](O)[C@]2(CCCO2)O1 | 2.9
O=C(CSc1nc2ccccc2c(=O)n1Cc1ccco1)NCCN1C(=O)CSC1=O | -2.2
COC(=O)[C@]12C[C@H](CC(=O)NCc3ccccc3)C(=O)N(Cc3ccc4c(c3)OCO4)C1=C[C@H](C(C)C)O[C@@H]2C1CC1 | -0.8

Not all compounds are listed; count on the stated rates, not on these rows.
